# PfG6PD inh: PfG6PD (Plasmodium falciparum) enzyme inhibition | inhibition, % at 20 µM | AID 504690 | 350,000 compounds, 0.78% hits | PfGluPho enzyme, NADPH resazurin-diaphorase fluorescence;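 active means inhibition reaching at least a set limit at 20 µM in the primary screen, cut at about 59% in these data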;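 further: 0% = DMSO wells with substrate and 100% = DMSO wells lacking glucose-6-phosphate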
# SENP6 block: inhibitors of human SENP6 protease; Recombinant SENP6 catalytic domain, aminoluciferin luminescence; AID 2599; 330,000 compounds, 1.8% hits; inhibition, % at 10 µM;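 active means inhibition above about 50% at the single tested dose, limit read from the data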;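 further: plate controls were DMSO wells with enzyme for no effect and DMSO wells lacking enzyme for full effect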
# MPTP block: blocks calcium-induced mitochondrial swelling | isolated mouse mitochondria, Ca2+ swelling absorbance, 30 min | 360,000 compounds, 1.4% hits | inhibition, % at 10 µM;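 active means inhibition of 50% or more, scaled per plate between neutral and stimulator controls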;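 further: 0% = DMSO wells given calcium and 100% = 1 mM EGTA wells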
# ATG4B inh: blocks human ATG4B protease cleavage of LC3 substrate. Q9Y4P1. ATG4B cleavage of LC3-PLA2, NBD-HPC fluorescence, 1 h. inhibition, % at 8.33 µM. 340,000 compounds, 0.51% hits. AID 504462; in the data active means inhibition above about 40%
# Target sequence (Q9Y4P1 whole entry, looked up): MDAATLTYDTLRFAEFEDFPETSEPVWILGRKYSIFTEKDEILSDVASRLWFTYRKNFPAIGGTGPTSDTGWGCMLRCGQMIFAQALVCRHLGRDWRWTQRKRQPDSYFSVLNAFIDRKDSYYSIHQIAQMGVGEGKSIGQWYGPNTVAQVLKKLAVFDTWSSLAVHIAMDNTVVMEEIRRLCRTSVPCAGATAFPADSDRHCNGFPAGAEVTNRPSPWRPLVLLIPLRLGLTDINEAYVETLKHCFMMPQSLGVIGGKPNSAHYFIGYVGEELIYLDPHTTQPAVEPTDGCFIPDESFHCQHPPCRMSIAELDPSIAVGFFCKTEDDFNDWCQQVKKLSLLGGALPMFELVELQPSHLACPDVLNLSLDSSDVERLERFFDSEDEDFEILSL
# GRIN3A LBD mod: modulates the human NR3A ligand-binding domain. Tm shift relative to glycine control, % at 25 µM. 340,000 compounds, 2.5% hits. NR3A LBD differential scanning fluorimetry, Tm shift; 0% = protein alone, 100% = glycine-bound protein;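 active means melting temperature shift of at least 10% of the positive control shift, at one fixed dose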
# hIAP act: increases human intestinal alkaline phosphatase activity; activation factor at 10 µM; AID 2524; 330,000 compounds, 0.16% hits; purified human IAP, CDP-Star luminescence, 30 min; active compounds read high; 1 = vehicle-only enzyme, 0 = enzyme-free background; P09923;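 active means activation factor of the enzyme at least 2-fold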; further: the source names both 10 and 20 µM as test concentration; values of inactives mirror those of a sister screen read the other way
# SENP1 inh: SENP1 (human) catalytic domain inhibition. Q9P0U3. recombinant SENP1 catalytic domain, CyPet-SUMO1-YPet FRET cleavage. inhibition, % at 10 µM. 360,000 compounds, 0.21% hits. AID 624204;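 active means inhibition at least 30% at 10 µM, raw YFP signal under a set limit, fluorescence ratio 0.5 to 1.5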;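 further: 0% = enzyme with DMSO and 100% = no enzyme wells; some results filed as inactive read as strong as hits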
# Target sequence (Q9P0U3 419-644 limits assumed): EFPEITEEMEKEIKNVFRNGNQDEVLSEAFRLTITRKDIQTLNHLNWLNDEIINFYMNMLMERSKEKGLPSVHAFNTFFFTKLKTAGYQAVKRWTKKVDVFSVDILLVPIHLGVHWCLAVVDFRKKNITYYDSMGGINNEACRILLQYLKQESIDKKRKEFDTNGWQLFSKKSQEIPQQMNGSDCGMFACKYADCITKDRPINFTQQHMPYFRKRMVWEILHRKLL
#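 Test system: human SENP1 catalytic domain; medium: Tris pH 8 buffer plus EDTA, NaCl, BME, BSA, NP40, catalase; incubation: 50 min reaction at room temperature; technique: FRET, CFP and YFP emission; controls: no-enzyme low control and enzyme-plus-DMSO high control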
# SENP8 block: blocks human SENP8 cleavage of Nedd8 substrate; 360,000 compounds, 0.64% hits; recombinant SENP8, Nedd8 substrate fluorescence; AID 602440; inhibition, % at 20 µM; Q96LD8; in the data active means inhibition mostly above about 40%, no sharp cut-off; inactive means mostly below about 27%
# Target sequence (Q96LD8 whole entry, looked up): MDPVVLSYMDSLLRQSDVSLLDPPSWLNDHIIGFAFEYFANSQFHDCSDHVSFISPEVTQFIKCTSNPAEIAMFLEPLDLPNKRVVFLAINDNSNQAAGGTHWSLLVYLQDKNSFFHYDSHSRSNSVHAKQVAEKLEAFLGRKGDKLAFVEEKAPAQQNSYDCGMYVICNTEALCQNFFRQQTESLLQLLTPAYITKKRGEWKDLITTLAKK
# An asterisk follows results filed as active; i = inactive; · = not tested or not shown.
SMILES,PfG6PD inh,SENP6 block,MPTP block,ATG4B inh,GRIN3A LBD mod,hIAP act,SENP1 inh,SENP8 block
CC(C)CCNC(=O)NC(=O)CN1C(=O)NC2(CCCCC2)C1=O,-2,-7,1.3,-11,-1,0.91,1,7
CC[C@H](C)/C=C/C1=CC2=C(Cl)C(=O)[C@@]3(C)OC(=O)C(C(=O)[C@H](C)[C@@H](C)O)=C3C2=CO1,21,-4,3.8,42*,-2,0.71,-48,16
CCCN(Cc1cc2cc(OC)ccc2[nH]c1=O)C(=O)c1ccco1,-8,-24,0.9,5,0,1.1,-2,-309
Cc1ccc(CN(C(=O)c2csnn2)C(C(=O)NC2CCCC2)c2cccnc2)cc1 (stereo not drawn),-14,10,0.4,-4,-2,0.91,-1,5
CCOC(=O)[C@@H](C)N(Cc1ccc(OC)cc1)S(=O)(=O)N(Cc1ccccc1)[C@H](C(=O)OC)C(C)C,27,-2,1.5,-1,2,0.99,0,6
Cn1c(=O)c2c(nc(SCC(=O)NCc3ccc4c(c3)OCO4)n2Cc2ccccc2)n(C)c1=O,4,-1,-0.2,-8,0,1.1,1,17
Cc1cccc(OC(=O)CN2C(=O)C3C4CCC(C4)C3C2=O)c1C (stereo not drawn),-5,-7,-1.7,-9,0,1,3,14
CCC(=O)c1ccc(N2CCN(C(=O)c3cc([N+](=O)[O-])ccc3N3CCN(C)CC3)CC2)c(F)c1,10,-41,0.1,-1,14*,1.1,3,23
CC(C)CN1C(=S)SC(C)(C)C1n1oc(=O)n(-c2ccccc2)c1=O (stereo not drawn),12,14,15,-14,-4,0.88,3,20
OC(c1ccccc1)C(O)c1ccccc1 (stereo not drawn),2,-13,-2.3,-3,0,1.2,3,26
CC(OC(=O)CNC(=O)c1sc2ccccc2c1Cl)c1ccccc1 (stereo not drawn),-9,-16,-0.6,-3,-5,1,1,24
CC(C)C(NC(=O)/C=C/c1ccc(F)cc1)C(C)C,-13,1,3.0,5,0,0.94,1,34
Cc1occc1-c1nnc(SCC(=O)N2CCOCC2)o1,-19,5,-0.5,0,-1,0.95,2,10
C[C@H](NC(=O)c1ncn2c1C(=O)NC[C@@H]2C)c1ccccc1,4,·,-0.6,·,·,·,0,5
O=C(CN1CCN(Cc2ccc(Cl)cc2)CC1)N/N=C/C=C/c1ccccc1[N+](=O)[O-],16,-11,-0.2,6,-1,0.98,1,20

# Part of the list above, limited to ATG4B inh, GRIN3A LBD mod and SENP8 block:
smiles | ATG4B inh | GRIN3A LBD mod | SENP8 block
Cn1c(=O)c2c(nc(SCC(=O)NCc3ccc4c(c3)OCO4)n2Cc2ccccc2)n(C)c1=O | -8 | 0 | 17
Cc1cccc(OC(=O)CN2C(=O)C3C4CCC(C4)C3C2=O)c1C (stereo not drawn) | -9 | 0 | 14
CCC(=O)c1ccc(N2CCN(C(=O)c3cc([N+](=O)[O-])ccc3N3CCN(C)CC3)CC2)c(F)c1 | -1 | 14* | 23
CC(C)CN1C(=S)SC(C)(C)C1n1oc(=O)n(-c2ccccc2)c1=O (stereo not drawn) | -14 | -4 | 20
OC(c1ccccc1)C(O)c1ccccc1 (stereo not drawn) | -3 | 0 | 26
CC(OC(=O)CNC(=O)c1sc2ccccc2c1Cl)c1ccccc1 (stereo not drawn) | -3 | -5 | 24

# Other compounds follow.
SMILES,PfG6PD inh,SENP6 block,MPTP block,ATG4B inh,GRIN3A LBD mod,hIAP act,SENP1 inh,SENP8 block
CC(C)(C)S(=O)(=O)c1cnc2c(-c3ccc(Cl)cc3)cnn2c1N,5,5,2.8,-5,-3,1.2,1,-184
CCN(CC(=O)NCCc1ccccc1)S(=O)(=O)c1ccc(C)cc1,2,-2,0.7,-8,-1,0.97,1,-3
Cc1cc(C)cc(NC(=O)c2nccnc2C(=O)O)c1,-1,-16,-1.6,1,0,1.1,1,8
O=C(O)CCCCCNS(=O)(=O)c1ccc(Cl)cc1,-15,11,-0.4,7,-1,0.96,3,12
Cc1cc(C)n(-c2ccc(C(=O)O)cc2[N+](=O)[O-])n1,6,2,-1.1,-9,1,0.95,2,16
CC(C)OC(=O)CSc1nc2c(c(C3CC=CCC3)c1C#N)CCC2 (stereo not drawn),6,-19,-0.4,-1,0,0.95,2,9
COc1ccc(COC(=O)NNC(=O)c2ccccc2Cl)cc1,-2,-4,11,6,-1,1.1,1,15
COc1cccc2cc(C(=O)N(Cc3cccs3)CC3CCCO3)c(=O)oc12 (stereo not drawn),-16,-4,-0.5,3,-17,1.1,1,-6
O=C(c1ccc(S(=O)(=O)N2CCCC2)cc1)N1CCCCC1,0,-6,-3.2,-10,1,1,1,6
COc1ccc(OC)c(NC(=O)C2CCN(S(=O)(=O)c3ccc4c(c3)CC(C)N4C(C)=O)CC2)c1 (stereo not drawn),-1,-13,-0.1,-9,0,1.2,-3,15
CCc1nc(N2CCCC2)c(C#N)c2c1CCCC2,-29,1,0.1,1,0,1.1,-8,i
Cc1occc1-c1nnc(SCC(=O)N2CCOCC2)n1Cc1ccco1,5,-6,-1.1,8,-4,1.1,-2,17
Cc1ccc(NC(=O)COC(=O)C2CCC2)cc1S(=O)(=O)N1CCCCC1,-10,-13,-0.2,0,2,0.87,3,12
CCN(CC)CCNC(=O)c1cn(CC)c2cc(N3CCN(C)CC3)c(F)cc2c1=O,1,0,0.4,0,0,1.1,0,-292
CC(C)(C)C(=O)Nc1ccc(Oc2ccc3c(c2)C(=O)N(c2ccc(O)cc2)C3=O)cc1,1,-4,3.7,8,-1,0.81,1,25
Cc1ccccc1-n1c(SCC(=O)Nc2c(C)cccc2C)nc(O)cc1=O,3,-8,0.3,6,0,0.97,2,9
O=C(CSc1nc2[nH]c(=O)cc(O)c2s1)Nc1ccc(Br)cc1,-21,11,-1.3,6,-4,1,-2,17
COc1cccc(Cn2cnc3c([N+](=O)[O-])c(C)c(C)cc32)c1,21,-3,-0.1,-9,-1,0.92,1,5
CC(=O)N1CCc2cc(S(=O)(=O)NC(C(=O)NC3CCCc4ccccc43)C(C)C)ccc21 (stereo not drawn),-10,-6,1.7,1,2,0.9,1,15
COc1ccc(OCCN(C)CC(=O)Nc2c(C)cccc2C)cc1,0,·,-1.4,7,0,·,4,6
CCCc1[nH]c2ccc(C(=O)OC)cc2c1CCC,22,0,1.4,9,-8,0.98,-2,-140
CC(C)[C@H](NC(=O)c1ccc(Cl)c([N+](=O)[O-])c1)C(=O)NCc1ccc(F)cc1,-8,-12,2.5,7,-9,0.84,4,10
Cc1ccc(S(=O)(=O)N2CCCCC2)cc1C(=O)Nc1ccc(S(=O)(=O)Nc2ncccn2)cc1,1,-18,0.9,-7,-2,1,1,12
CCOc1ccc(CCNC(=O)c2ccc(C)c(S(=O)(=O)N3CCOCC3)c2)cc1OCC,0,·,0.4,0,2,·,0,-2
CCN(C(=O)CSc1nc2cc(Cl)ccc2c(=O)n1CC(C)C)C1CCS(=O)(=O)C1 (stereo not drawn),-2,-14,-0.7,5,1,1,-1,6
CC1CCN(S(=O)(=O)c2ccc3c(c2)oc(=O)n3CC(=O)N2c3ccccc3CC2C)CC1 (stereo not drawn),-18,-7,0.1,-2,0,0.96,-7,-6
COc1ccc(/C=C2\COc3ccccc3C2=O)c(OC)c1,9,3,0.0,-5,-2,0.85,-31,-7
COC(=O)c1ccc(CSc2ccc3nnc(-c4ccc(F)cc4)n3n2)o1,-9,-16,3.2,-26,1,1.1,-2,-256
CN(C(=O)COc1nnc(-c2cccs2)c(-c2cccs2)n1)c1ccccc1,19,-13,3.8,1,-8,1.2,11,-3
Cc1cc(C)n(CC(=O)N2CCCC(N3CCN(c4ccccc4C)CC3)C2)n1 (stereo not drawn),-9,-6,-0.2,4,0,1.1,1,28

# Quoted from the listing for reference:
SMILES,PfG6PD inh,SENP6 block,MPTP block,ATG4B inh,GRIN3A LBD mod,hIAP act,SENP1 inh,SENP8 block
Cc1ccccc1-n1c(SCC(=O)Nc2c(C)cccc2C)nc(O)cc1=O,3,-8,0.3,6,0,0.97,2,9
O=C(CSc1nc2[nH]c(=O)cc(O)c2s1)Nc1ccc(Br)cc1,-21,11,-1.3,6,-4,1,-2,17

# The list goes on:
SMILES,PfG6PD inh,SENP6 block,MPTP block,ATG4B inh,GRIN3A LBD mod,hIAP act,SENP1 inh,SENP8 block
COc1ccc(OCC(=O)N2CCOCC2)cc1,-1,-5,-0.1,-4,-7,1.1,1,10
CC(OC(=O)c1cccs1)C(=O)NCC1CCCO1 (stereo not drawn),-1,0,0.0,-9,-1,0.94,0,9
O=C(Cc1cc(=O)[nH]c(=O)[nH]1)N1CCN(C(=O)c2ccco2)CC1,13,-6,-1.8,-7,0,0.88,-1,5
C/C(CC(=O)Nc1ccc2c(c1)OCCO2)=N\NC(=O)c1ccccc1F,-14,-6,-0.6,3,-1,1,3,19
CC(=O)c1c(C)[nH]c(C(=O)OCc2nnc(-c3ccccc3)o2)c1C,5,-11,0.7,-8,-3,0.88,2,14
O=C(NC(=S)Nc1cccc(NC(=O)c2ccccc2)c1)c1cccc([N+](=O)[O-])c1,6,-8,3.2,14,3,0.89,2,35
Cc1cccnc1NC(=O)CSc1nnc(COc2ccc(C(C)C)cc2)n1C,-7,2,2.2,-2,-5,1.2,1,24
O=C(NCc1cccs1)c1cc(S(=O)(=O)N2CCOCC2)c(Cl)cc1Cl,0,-10,-1.2,-8,2,1,0,7
CCOC(=O)C1C(=O)NC(N2CCOCC2)=NC1c1ccco1 (stereo not drawn),-1,-6,-1.7,-3,-2,0.83,0,13
Cc1cnc(NC(=O)c2ccncc2)s1,-13,-12,-1.8,4,-1,1.1,2,7
COC(=O)CCSCC(=O)N1N=C(c2ccc(OC)cc2)CC1c1cccc(OC)c1OC (stereo not drawn),4,-5,-0.7,-5,-1,1,0,-9
O=C(NCCN1CCCCC1)/C(=C/c1ccco1)NC(=O)c1ccccc1,-11,-10,-0.8,1,-2,1,-2,8
N#CC1=C(N)Oc2n[nH]c(-c3cccs3)c2C1c1cccnc1 (stereo not drawn),7,-3,-0.6,2,-2,0.97,-3,14
C[C@H](NC(=O)c1cc2cc(Cl)ccc2n1C)C(=O)N[C@@H](Cc1ccccc1)C(=O)O,-14,2,0.1,1,-2,1,1,2
CN(C)S(=O)(=O)c1cccc(C(=O)OCC(=O)Nc2ccc3c(c2)OCCO3)c1,10,-5,0.0,-10,3,1.2,-2,16
CCCc1nnc(NC(=O)CCC(=O)N2CCN(Cc3ccc(OC)c(F)c3)CC2)s1,-6,7,0.2,-6,0,1.1,1,9
COc1ccccc1-n1cnnc1SC(C)C(=O)NCC1CCCO1 (stereo not drawn),3,13,0.5,-1,-1,1.1,-5,3
CCOC(=O)c1ccc(NC(=O)NC2CC3CCC(C2)N3)cc1 (stereo not drawn),16,-19,-1.1,-3,-2,0.93,-8,6
CC1COc2ccccc2N1S(=O)(=O)c1ccc(Cl)cc1 (stereo not drawn),11,-18,1.7,14,0,0.92,1,3
CCS(=O)(=O)Nc1cccc(C(=O)CC2(O)C(=O)Nc3ccccc32)c1 (stereo not drawn),-5,-10,1.0,18,-3,1.1,1,8
Cc1ccccc1NC(=O)C1CCN(S(=O)(=O)c2cccs2)CC1,-1,-22,-2.7,4,-2,0.97,1,16
Cc1cc(C)nc(NS(=O)(=O)c2ccc(NC(=O)CCC3COc4ccccc4O3)cc2)n1 (stereo not drawn),-14,3,0.2,-1,-23,1.2,-6,7
CC(=O)Nc1ccc(NC(=O)C(C)OC(=O)c2cccc(S(=O)(=O)N3CCCCCC3)c2)cc1 (stereo not drawn),2,-4,-0.3,-3,-3,1,1,6
Cc1ccnc2nc(C(=O)Nc3nnc(-c4ccc(Cl)cc4)o3)nn12,6,9,-0.4,5,-4,1.1,0,9
O=C(O)C1CC=CCC1C(=O)Nc1cccc(Cl)c1 (stereo not drawn),-12,-8,-0.2,5,11*,1.1,0,12
COc1cc(C)ccc1S(=O)(=O)N1CCN(C23CC4CC(CC(C4)C2)C3)CC1,-8,-14,1.2,2,-1,1.2,-2,12
COc1ccc(NS(=O)(=O)c2cc(NC(=O)CNC(=O)c3ccc(C)s3)ccc2Cl)cc1,-18,-2,1.4,-16,5,1,2,15
CC(=O)Nc1ccc(NC(=O)CSc2ccc3nnc(-c4cccnc4)n3n2)cc1,-1,0,-0.9,2,-19,1,-3,5
